High-throughput results deposited in PubChem by National Center for Advancing Translational Sciences (NCATS).
Tb PYK inh: inhibitors of Trypanosoma brucei pyruvate kinase. TbPYK enzyme, Kinase-Glo Plus ATP luminescence, 45 min. Potency, µM (series often up to 76.8 µM), for inactives: at the top dose activity, negative = inhibition, usual class: inhibitors. hit rate 0.12% among 410,000; note: potency is the fitted concentration of half-maximal effect; nearly all actives have a fitted effect of over 50% in size
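Assay buffer: 50 mM TEA pH 7.2, 100 mM KCl, 10 mM MgCl2, 0.05% BSA, 0.01% Tween-20. Pyruvate kinase from T. brucei plus substrate met compound, then ADP (130 uM final). Luminescence was read post 45 min RT.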
HCMV inh: human cytomegalovirus inhibition; HFF cells, HCMV-luciferase reporter, 72 h; hits give low values; activity change, negative = inhibition, % at 57.5 µM; hit rate 4.5% among 410,000; AID 1259415; in the data active = activity change below about -60%; inconclusive = no clear call, values can overlap the other calls; inactive = above about -39%
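Inhibition of viral replication was scored as loss of reporter luminescence in HFFs infected with HCMV-luciferase (MOI 1 PFU/cell) for 72 h; compounds tested at 2 doses, normalized to buffer and Salinomycin controls.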
AmpC detergent: blocks E. coli AmpC beta-lactamase in detergent assay; Potency, µM (series often up to 114 µM), for the others: at the top dose activity change, negative = inhibition, most hits filed as inhibitors; hit rate 0.041% among 370,000; AmpC hydrolysis of nitrocefin, absorbance 480 nm, 0.01% Triton;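 note: potency is the fitted concentration of half-maximal effect; 0% = no-compound wells and -100% = no-enzyme wells; nearly all actives have a fitted effect of over 25% in size; some results filed as inactive show a strong effect at the top dose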
Target sequence (P00811 whole entry, looked up): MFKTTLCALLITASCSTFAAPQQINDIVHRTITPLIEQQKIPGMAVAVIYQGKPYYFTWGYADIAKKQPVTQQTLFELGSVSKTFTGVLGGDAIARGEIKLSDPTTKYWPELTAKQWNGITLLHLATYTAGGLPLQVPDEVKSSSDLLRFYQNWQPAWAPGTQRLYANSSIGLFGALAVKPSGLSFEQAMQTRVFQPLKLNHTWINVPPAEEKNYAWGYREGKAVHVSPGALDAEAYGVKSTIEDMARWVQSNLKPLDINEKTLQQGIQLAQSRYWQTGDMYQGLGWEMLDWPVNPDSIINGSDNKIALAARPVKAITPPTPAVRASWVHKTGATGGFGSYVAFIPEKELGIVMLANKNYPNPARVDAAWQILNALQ
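AmpC (5.3 nM in the dispensed reagent) in 20 mM phosphate pH 7.0 with 0.01% (detergent screen) or 0.0001% Triton X-100 was preincubated with compounds for 15 min at room temperature. Nitrocefin was then added from an 800 uM solution, and hydrolysis was followed at 480 nm.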
LmPK inhibitor: inhibitors of Leishmania mexicana pyruvate kinase | purified LmPK, Kinase-Glo ATP luminescence, 1 h | Potency, µM (doses to about 57.5 µM), inactives show top-dose activity change, negative = inhibition, hits mostly inhibitors | hit rate 0.37% among 290,000; note: potency is the fitted concentration of half-maximal effect
Target sequence (Q27686 whole entry, looked up): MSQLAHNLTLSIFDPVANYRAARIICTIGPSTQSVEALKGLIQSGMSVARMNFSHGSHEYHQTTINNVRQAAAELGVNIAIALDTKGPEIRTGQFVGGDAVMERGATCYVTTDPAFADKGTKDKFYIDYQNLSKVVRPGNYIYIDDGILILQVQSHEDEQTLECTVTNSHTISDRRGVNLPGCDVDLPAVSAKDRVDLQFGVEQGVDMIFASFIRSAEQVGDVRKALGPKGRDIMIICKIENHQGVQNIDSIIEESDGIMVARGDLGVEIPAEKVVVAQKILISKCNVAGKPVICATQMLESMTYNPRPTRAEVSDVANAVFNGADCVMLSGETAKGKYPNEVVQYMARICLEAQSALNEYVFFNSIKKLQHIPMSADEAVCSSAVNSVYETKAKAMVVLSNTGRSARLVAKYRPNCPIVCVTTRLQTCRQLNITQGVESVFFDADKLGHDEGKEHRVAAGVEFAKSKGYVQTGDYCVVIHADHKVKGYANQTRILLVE
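Screened at intermediate enzyme activity to detect both inhibitors and activators: LmPK at 0.1 nM, with a 0.5 nM enzyme column as activation reference. PEP 0.5 mM, ADP 0.1 mM; ATP detected by luminescence after 1 h.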
Sm TGR inh: S. mansoni TGR enzyme inhibition; Q962Y6; purified TGR, DTNB reduction, TNB absorbance 405 nm; Potency, µM (doses to about 114 µM), for inactives: at the top dose activity change, negative = inhibition, hits mostly inhibitors; hit rate 3% among 360,000; AID 485364; note: potency is the fitted concentration of half-maximal effect; nearly all actives have a fitted effect of over 60% in size
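First, TGR (20 nM dispensed) and NADPH were mixed with compound. Second, a 15 min room-temperature incubation followed. Third, further NADPH and then DTNB were added to start the reaction. Finally, TNB absorbance was monitored kinetically.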
AmpC inh no detg: AmpC beta-lactamase inhibition without detergent | P00811 | AmpC nitrocefin hydrolysis, absorbance 480 nm, 0.0001% Triton | Potency, µM (highest dose often 57.1 µM), without a hit: at the top dose activity change, negative = inhibition, usual class: inhibitors | hit rate 0.52% among 330,000;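 note: potency is the fitted concentration of half-maximal effect; plate controls were no compound for no effect and no enzyme for full effect; nearly all actives have a fitted effect of over 20% in size; some results filed as inactive show a strong effect at the top dose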
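AmpC (5.3 nM in the dispensed reagent) in 20 mM phosphate pH 7.0 with 0.01% (detergent screen) or 0.0001% Triton X-100 was preincubated with compounds for 15 min at room temperature. Nitrocefin was then added from an 800 uM solution, and hydrolysis was followed at 480 nm.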
AMA1-RON2 inh: inhibitors of Plasmodium falciparum AMA1-RON2 interaction. Potency, µM (top dose mostly 58.2 µM), for inactives: top-dose activity change, negative = inhibition, usual class: inhibitors. AID 720542. AlphaScreen AMA1-biotinylated RON2 peptide binding. hit rate 0.2% among 360,000;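 note: potency is the fitted concentration of half-maximal effect; 0% = vehicle wells and -100% = peptide control; nearly all actives have a fitted effect of over 45% in size; some results filed as inactive show a strong effect at the top dose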
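AMA1 (3D7) with his tag at 25 nM final met compounds first, then biotinylated RON2 peptide at 25 nM; detection used donor plus acceptor beads, 10 µg/mL apiece, read by AlphaScreen after 30 min at room temperature.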
Numbers without * were called inactive; ? = inconclusive; . = no result given; [ ] = another dose, or the depositor's remark. Unless noted, calls come from the whole dose curve; as a rule, active = well fitted curve in the direction sought with a large enough effect; inconclusive = small, poorly fitted or top-dose-only effect, or another doubt; inactive = no such curve, though single readings can be large; an effect the other way counts as inactive or inconclusive. Unless noted, % is set by controls: 0 for no effect and ±100 for the full control effect.

1: O=C(NCCc1ccccc1)c1ccc(Cl)c(S(=O)(=O)N2CCCC2)c1
2: CN(C)c1ccc(C(C#N)c2ccccc2)nn1 (stereo not drawn)
3: O=C(NCCc1ccccc1Cl)c1ccc(Cn2c(=O)c3cccn3c3cccnc32)cc1
4: COc1ccc(C2=NN(CCC(=O)NCCc3ccccc3)C(=O)CC2)cc1
5: CC(C(=O)NCc1ccc2c(c1)OCO2)N(c1ccccc1)S(C)(=O)=O (stereo not drawn)
6: COC(=O)c1ccc(S(=O)(=O)N2CCOCC2)o1
7: CCOc1ccc(C(=O)OCc2cc(=O)n3nc(C4CCCCC4)sc3n2)cc1
8: CC[n+]1ccc(C)c2cc(P(=O)(c3ccccc3)c3ccccc3)ccc21
Compound	1	2	3	4	5	6	7	8
Tb PYK inh	1.9%	-6.3%	-3.2%	1.3%	-2.4%	2.8%	-2.3%	5.3%
HCMV inh	.	1.6	-83.6*	13.7	19.0	8.5	5.6	0.3
AmpC detergent	-3.8%	-7.4%	-10.7%	4.4%	2.4%	?	-8.2%	-0.3%
LmPK inhibitor	-5.0%	-0.8%	.	.	3.8%	-2.7%	.	5.1%
Sm TGR inh	-7.4%	4.0%	-0.2%	-0.7%	-27.2%	-16.7%	-5.1%	-5.8%
AmpC inh no detg	174.9%[activator]	-11.5%	.	.	4.6%	-18.9%	.	55.1%[activator]
AMA1-RON2 inh	6.1%	5.8%	.	.	3.5%	0.0%	.	?

9: Cc1ccc(NC(=O)/C(C#N)=C/c2ccc(C)s2)c(C)c1
10: CC(=O)Nc1nnc(COc2ccccc2)s1
11: Cc1cc(C)c(NC(=O)CSc2nc3ncc(Br)cc3[nH]2)c(Cl)c1
12: CC(C)N(CCCNC(=O)C1CCC(CNS(=O)(=O)c2ccccc2)CC1)Cc1ccccc1 (stereo not drawn)
13: CCn1c(C)nnc1SCC(=O)Nc1ccc(Cl)cc1
14: COc1ccc(N2C(=O)CS(=O)(=O)C23C(=O)N(Cc2ccc(C)cc2)c2ccccc23)cc1Cl (stereo not drawn)
15: CCCCCC1CC(=O)NC1(C(=O)OCC)C(=O)OCC (stereo not drawn)
16: Cc1ccc2cc(C#N)c(NCc3ccco3)nc2c1
Compound	9	10	11	12	13	14	15	16
Tb PYK inh	4.6%	3.1%	-4.6%	0.0%	4.0%	-4.1%	-4.7%	3.1%
HCMV inh	18.2	11.0	10.7	-30.3	-9.4	-12.4	-8.4	?
AmpC detergent	-5.1%	-5.0%	-7.8%	-3.9%	-13.4%	19.9%	.	-11.2%
LmPK inhibitor	13.3%	-2.1%	-2.0%	5.0%	6.1%	.	.	1.4%
Sm TGR inh	2.2%	-9.5%	-15.2%	3.0%	-16.2%	8.7%	.	?
AmpC inh no detg	-14.4%	-12.0%	-36.2%	57.1%	-6.6%	.	.	-18.1%
AMA1-RON2 inh	9.3%	-6.0%	40.4%[activator]	-7.8%	13.1%	.	23.5%	8.0%

17: CC(C)(C)OC(=O)N1CCCC(C(=O)Nc2cccc(C(=O)N3CCCCC3)c2)C1 (stereo not drawn)
18: O=c1c2ccccc2c(-c2cccc(C(F)(F)F)c2)nn1-c1ccccc1
19: Cc1ccc(Oc2ccc3c(c2)C(=O)N(c2ccc(S(=O)(=O)Nc4nccs4)cc2)C3=O)cc1
20: COc1cccc(NC(=O)/C=C/c2ccco2)c1
21: O=C(Nc1ccc(N2CCC(c3ccccc3)C2)c(C(=O)O)c1)c1ccc(Cl)cc1 (stereo not drawn)
22: CC1CCCC(C)N1Cc1cn2ccccc2n1 (stereo not drawn)
23: CC(C)OC(=O)c1c(NC(=O)c2cc3nc(-c4ccccc4)cc(C(F)(F)F)n3n2)sc2c1CCCC2
24: CCN(CC(=O)NCc1ccc(Cl)cc1)S(=O)(=O)c1ccc(F)cc1
Compound	17	18	19	20	21	22	23	24
Tb PYK inh	2.8%	4.0%	4.1%	-15.7%	-8.5%	-1.6%	1.7%	-6.0%
HCMV inh	3.3	-3.7	-5.3	15.9	-2.9	21.9	-2.9	-16.7
AmpC detergent	.	0.3%	-1.7%	-12.2%	8.1%	-8.4%	-6.3%	0.8%
LmPK inhibitor	.	9.2%	0.0%	15.8µM*	.	2.1%	.	5.3%
Sm TGR inh	.	-5.9%	-1.3%	10µM*	-30.8%	4.6%	-7.5%	8.4%
AmpC inh no detg	.	-2.5%	-21.3%	-43.4%	.	-13.3%	.	3.3%
AMA1-RON2 inh	14.9%	1.5%	23.2%	-3.5%	.	-11.2%	.	7.1%

25: O=C(CSc1ccc(-c2cccnc2)nn1)Nc1ccc(F)cc1F
26: COc1cc(C(=O)N2CCN(c3cccc(Cl)c3)CC2)ccc1OCC(=O)N1CCOCC1
27: Cc1onc(-c2ccccc2)c1C(=O)Nc1ccc(OC(C)C)cc1
28: Fc1ccc(Nc2nc3ccccc3c3nncn23)c(Cl)c1
29: Cc1ccc(CNC(=O)c2cc(-c3ccc(C)cc3)nc3n[nH]c(-c4cccc([N+](=O)[O-])c4)c23)cc1
30: Cc1c(C(=O)N2CCC(C(=O)Nc3ccc(F)c(Cl)c3)CC2)sc2nc[nH]c(=O)c12
31: C=CC[C@@H](Cc1ccc(F)cc1)C(=O)OC[C@H]1CCCN1C(=O)[C@H](CC=C)CC(=O)NCCO
32: COc1ccc(-c2nnc3ccc(SCC(=O)Nc4nc5ccccc5s4)nn23)cc1OC
Compound	25	26	27	28	29	30	31	32
Tb PYK inh	-1.6%	4.4%	-2.7%	3.2%	13.4%	-10.4%	3.1%	-2.2%
HCMV inh	-34.8	-9.8	-29.3	-12.7	0.0	-25.1	?	61.4
AmpC detergent	-1.3%	.	?	9.4%	6.0%	-0.6%	.	?
LmPK inhibitor	-9.9%	.	-0.5%	.	.	.	.	-0.1%
Sm TGR inh	7.08µM*	.	3.0%	4.2%	2.4%	-3.6%	.	-7.7%
AmpC inh no detg	0.6%	.	-13.3%	.	.	.	252.8%[activator]	-14.4%
AMA1-RON2 inh	-14.0%	2.3%	-8.1%	.	.	.	-2.8%	-8.4%

33: CC1CC(C)CN(c2oc(-c3ccccc3F)nc2C#N)C1 (stereo not drawn)
34: N=C1C2=C3Sc4ccccc4N3CCCC2=NN1c1cccc(S(=O)(=O)O)c1
35: CC1(N2CCCCC2)CC2(O)C(=[N+]1[O-])CCC/C2=N\O (stereo not drawn)
36: Cc1ccc(C(=O)NCCc2nnc3ccc(N4CCCC4)nn23)cc1
37: COc1cc2cc(CCCOC(=O)c3cc(OC)c(OC)c(OC)c3)oc(=O)c2cc1OC
38: O=C(NNc1cc(Cl)ccc1Cl)c1cccs1
39: C=CCNC(=O)COC(=O)/C=C/c1cccs1
40: CCCOc1ccc(-c2csc(NC(=O)CN3C(=O)CCC3=O)n2)cc1
Compound	33	34	35	36	37	38	39	40
Tb PYK inh	3.6%	-22.8%	-3.5%	1.1%	6.6%	-0.5%	2.4%	-1.4%
HCMV inh	?	-7.4	15.4	?	13.7	-36.3	-24.3	5.7
AmpC detergent	-12.1%	-3.9%	-12.3%	-2.7%	.	3.5%	?	?
LmPK inhibitor	-6.0%	-6.0%	-2.1%	-11.8%	.	7.6%	2.4%	8.5%
Sm TGR inh	7.5%	-10.5%	50.1µM*	-6.3%	.	6.5%	9.0%	-0.9%
AmpC inh no detg	-19.1%	-15.0%	-21.2%	-3.7%	36.3%	-25.6%	-13.2%[11.4 µM]	-13.1%
AMA1-RON2 inh	-28.9%	-20.6%	18.0%	-9.5%	5.2%	-21.4%	0.6%	-4.7%[2.32 µM]

41: Cc1cn([C@H]2C[C@H](O)[C@@H](CNCc3cnc(N4CCOCC4)nc3)O2)c(=O)[nH]c1=O
42: CCCc1cc(=O)oc2c3c(cc(OCC(=O)NCC4CCC(C(=O)O)CC4)c12)OC(C)(C)CC3 (stereo not drawn)
43: Cc1cc(NC(=O)CSCC(=O)OCC(=O)Nc2cc(C)c(C)cc2[N+](=O)[O-])no1
44: CC(C)n1c(COc2ccccc2)nc2ccccc21
45: CN(C)S(=O)(=O)c1cccc(C(=O)OCC(=O)Nc2ccccc2OC(F)F)c1
46: O=C(CSCc1ccc(Cl)cc1)Nc1ccccc1O
47: O=C(C1=C(O)C(=O)N(CC2CCCO2)C1c1cccnc1)c1ccco1 (stereo not drawn)
48: O=C(O)c1ccc(/C=N/Nc2ccc(Cl)nn2)cc1
Compound	41	42	43	44	45	46	47	48
Tb PYK inh	-3.5%	2.5%	0.3%	1.3%	-3.2%	-4.4%	1.9%	-10.0%
HCMV inh	15.1	0.0	-7.6	-15.1	-0.5	-19.0	-9.6	-12.6
AmpC detergent	.	?	0.8%	2.9%	?	2.8%	?	-2.6%
LmPK inhibitor	.	0.9%	.	0.3%	0.6%	-0.8%	7.3%	-1.0%
Sm TGR inh	.	-9.5%	0.7%	0.0%	-14.4%	5.2%	?	-7.5%
AmpC inh no detg	.	-17.1%	-16.9%	-9.8%	-4.4%	-25.6%	-16.2%	-5.0%
AMA1-RON2 inh	0.0%	22.6%	-23.7%	1.3%	-13.2%	-6.8%	-10.1%	11.5%

49: Cc1cc(C)n(CC2CC(=O)N(c3cc(Cl)cc(Cl)c3)C2=O)n1 (stereo not drawn)
50: CCC(C)c1ccc(NC(=S)N2CCCC2)cc1 (stereo not drawn)
51: CC(=O)C1=CN(CC2CCCCC2)CCC1=O
52: CCOc1ccc(CC(=O)NCc2ccc3c(c2)CCN3C(=O)c2ccccc2)cc1OCC
Compound	49	50	51	52
Tb PYK inh	-15.3%	-6.3%	2.4%	1.2%
HCMV inh	-32.2	-7.5	3.0	5.2
AmpC detergent	-4.2%	5.5%	.	-0.4%
LmPK inhibitor	1.0%	-3.3%	.	.
Sm TGR inh	-10.1%	2.8%	.	-7.7%
AmpC inh no detg	-0.2%	-16.5%	.	.
AMA1-RON2 inh	15.8%	-8.4%	-0.1%	.

Some of these compounds in order of molar mass, largest number first.
52: CCOc1ccc(CC(=O)NCc2ccc3c(c2)CCN3C(=O)c2ccccc2)cc1OCC
48: O=C(O)c1ccc(/C=N/Nc2ccc(Cl)nn2)cc1
50: CCC(C)c1ccc(NC(=S)N2CCCC2)cc1 (stereo not drawn)
Compound	52	48	50
Tb PYK inh	1.2%	-10.0%	-6.3%
HCMV inh	5.2	-12.6	-7.5
AmpC detergent	-0.4%	-2.6%	5.5%
LmPK inhibitor	.	-1.0%	-3.3%
Sm TGR inh	-7.7%	-7.5%	2.8%
AmpC inh no detg	.	-5.0%	-16.5%
AMA1-RON2 inh	.	11.5%	-8.4%
